Screening data (PubChem BioAssay)
SMN2 splice up: SMN2 splice variant enhancement; Potency, µM (titrated, usually from 46.1 µM), for the others: at the top dose activity change, positive = activation, actives largely listed as activators; actives 2.8% (n = 210,000); HEK293 SMN2-luciferase splicing reporter, luminescence, 30-36 h; also: % of control where 0% means no effect; nearly all actives have a fitted effect of over 55% in size
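HEK293 cells carry an SMN2 minigene-luciferase reporter in which exon 7 inclusion puts luciferase in frame. Cells were seeded at 2000 cells/well, attached for 10-12 hours, then exposed to compounds for 30-36 hours at 37C before ONE-Glo luminescence.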
KDM4E inh: JMJD2E (human) inhibition; JMJD2E catalytic domain, FDH-coupled NADH fluorescence (FDH is formaldehyde dehydrogenase); B2RXH2; actives 1.6% (n = 230,000); Potency, µM (titrated, usually from 57.1 µM), for inactives: top-dose activity change, negative = inhibition, actives largely listed as inhibitors; active = well fitted inhibition curve with a large enough effect, not every such curve was filed as active; inconclusive = small, poorly fitted or top-dose-only effect, or another doubt; inactive = no such curve, though single readings can be large or run the other way;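 also: 0% = wells with enzyme and -100% = buffer wells without enzyme; nearly all actives have a fitted effect of over 50% in size; many of its hits are not listed in these tables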
Target sequence (B2RXH2 1-337 limits assumed): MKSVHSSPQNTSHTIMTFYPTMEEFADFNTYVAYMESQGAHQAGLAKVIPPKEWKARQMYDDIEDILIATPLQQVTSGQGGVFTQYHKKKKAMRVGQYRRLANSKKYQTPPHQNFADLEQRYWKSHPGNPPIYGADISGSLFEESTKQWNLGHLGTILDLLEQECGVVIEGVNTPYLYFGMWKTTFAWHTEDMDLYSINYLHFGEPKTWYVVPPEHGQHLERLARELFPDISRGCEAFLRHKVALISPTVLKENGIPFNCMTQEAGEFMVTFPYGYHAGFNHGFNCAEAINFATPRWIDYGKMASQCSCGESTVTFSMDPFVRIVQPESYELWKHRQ
KinaseGlo FLuc: counter-screen: inhibitors of Kinase-Glo firefly luciferase; Q27757; Kinase-Glo luciferase, ATP luminescence, 8 min; Potency, µM (highest dose often 38.3 µM), inactives show at the highest dose activity change, negative = inhibition, usual class: inhibitors; actives 0.28% (n = 200,000); also: % is scaled to controls: 0 for no effect and ±100 for the full control effect; nearly all actives have a fitted effect of over 60% in size
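Luminescence was the read-out, taken after 8-minute incubation at ambient temperature. Luciferase turned over luciferin with 10 uM ATP in imidazole pH 7.2 buffer containing KCl, MgCl2, Tween 20 and BSA.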
Epigenetic reg: derepresses silenced GFP reporter in murine cells. murine LDR cells, GFP reporter derepression, 30 h. actives 0.2% (n = 280,000). AID 1865. Potency, µM (titrated, usually from 53.9 µM), without a hit: top-dose GFP activation, hits mostly activators; also: % of control where 0% means no effect; nearly all actives have a fitted effect of over 60% in size
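Murine LDR cells bearing a silenced CMV-driven GFP reporter were exposed to compound for 30 h at 37 C. After PBS washes, GFP-positive cells (20-120 um objects) counted by laser-scanning microplate cytometry.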
IMPase Li cell: cell-permeable IMPase inhibitors with lithium potentiation; CHO-M1 cells, IP1 TR-FRET (IP-One), carbachol + lithium; AID 1457; actives 0.35% (n = 210,000); Potency, µM (doses to about 59.4 µM), inactives show top-dose activity, negative = IMPase inhibition, usual class: inhibitors;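 also: IP1 builds up when IMPase is blocked and the TR-FRET signal falls; plate controls were basal vehicle for no effect and high inhibitor control for full effect; nearly all actives have a fitted effect of over 50% in size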
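CHO-M1, 2000 cells/well, 16–30 h culture; cpd + low Li+, 30 min 37C; lysis with d2-IP1/Eu-anti-IP1 Ab, 10 min RT; TR-FRET 665/620 ratio and 620 channel; AC50 via Hill.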
NPSR antagonist: antagonists of human neuropeptide S receptor cAMP signaling; Q6W5P4; CHO-NPSR cells, cAMP TR-FRET, antagonist mode; Potency, µM (doses to about 38.3 µM), without a hit: at the highest dose activity change, negative = inhibition, hits mostly inhibitors; actives 1% (n = 220,000); also: % is scaled to controls: 0 for no effect and ±100 for the full control effect; nearly all actives have a fitted effect of over 50% in size; many of its hits are not listed in these tables
Target sequence (Q6W5P4 whole entry, looked up): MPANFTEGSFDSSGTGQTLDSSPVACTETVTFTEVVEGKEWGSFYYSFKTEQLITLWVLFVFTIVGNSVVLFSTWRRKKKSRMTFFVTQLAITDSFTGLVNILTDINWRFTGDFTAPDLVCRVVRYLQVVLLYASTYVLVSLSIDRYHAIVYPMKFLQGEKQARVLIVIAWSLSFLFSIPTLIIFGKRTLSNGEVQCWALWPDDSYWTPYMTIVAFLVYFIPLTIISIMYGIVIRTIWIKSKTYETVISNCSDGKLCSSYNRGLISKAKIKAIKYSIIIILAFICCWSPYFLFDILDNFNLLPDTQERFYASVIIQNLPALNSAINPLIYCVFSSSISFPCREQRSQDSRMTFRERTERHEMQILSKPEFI
RGS12 GoLoco inh: RGS12 GoLoco-Gai1 interaction inhibition. actives 0.44% (n = 230,000). P63096. Gai1:RGS12 GoLoco peptide FP, rhodamine, 10 min. Potency, µM (top dose mostly 61.6 µM), for inactives: at the top dose activity, negative = inhibition, most hits filed as inhibitors; active = well fitted inhibition curve with a large enough effect, not every such curve was filed as active; inactive = no such curve, though single readings can be large or run the other way; also: % is scaled to controls: 0 for no effect and ±100 for the full control effect; nearly all actives have a fitted effect of over 30% in size; many of its hits are not listed in these tables
RECQ1 inh: inhibitors of human RECQ1 DNA helicase | P46063 | RECQ1 DNA unwinding, red fluorescence kinetic read | Potency, µM (series often up to 57.3 µM), for the others: at the highest dose activity, negative = inhibition, usual class: inhibitors | actives 0.54% (n = 240,000) | AID 2549;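 also: plate controls were vehicle for no effect and no enzyme for full effect; nearly all actives have a fitted effect of over 30% in size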
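RECQ1T1 50 nM; forked duplex (20 bp + 30-nt ss tails) 200 nM, ATP 2 mM final; pH 8.0, 2 mM MgCl2, 2.5 ug/ml poly(dI-dC); 15 min compound preincubation; discontinuous kinetic read over 2 h at RT.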
The depositor's hits bear a star; i = inactive; ? = inconclusive; . = no result given; & = joins results of further samples; [ ] = remark or other dose. Unless noted, calls follow the shape of the dose curve; as a rule, active = well fitted curve in the direction sought with a large enough effect; inconclusive = small, poorly fitted or top-dose-only effect, or another doubt; inactive = no such curve, though single readings can be large; an effect the other way counts as inactive or inconclusive. Potency is read from the fitted curve at half-maximal effect. Some of the compounds tested; rates above refer to the full screens.

Order of results – SMN2 splice up	KDM4E inh	KinaseGlo FLuc	Epigenetic reg	IMPase Li cell	NPSR antagonist	RGS12 GoLoco inh	RECQ1 inh
1	CCOC(=O)N1CCC(N2Cc3cccc(C(=O)NCc4ccc5c(c4)OCO5)c3C2=O)CC1
 : .	-6%	.	-1.7%	.	56%	-2%	-10%
2	Cc1ccc(NC(=O)Cc2nnc(SCC(=O)c3ccc(Br)cc3)n2C)cc1Cl
 : -2%	3%	-4%	-0.2%	-3%[38.3 µM]	-3%[46.1 µM]	13%	i
3	CC(C)CCCC(C)C1CCC2C3CC(=O)[C@H]4CC(O)CC[C@]4(C)C3CC[C@@]12C (stereo partly specified)
 : -4%	2%	-2%	2.7%	0%	.	-6%	-10%
4	CCOC(=O)C1(Cc2ccc(OC)cc2)CCN(C(=O)CCc2cnccn2)CC1
 : .	2%	.	0.0%	.	-2%	-10%	16%
5	CC(C)(C)C(=O)C(CO)(Oc1ccc(Cl)cc1)n1cncn1 (stereo unspecified)
 : -6%	5%	2%	-2.3%	6%[38.3 µM]	-5%[46.1 µM]	1%	-8%
6	Cc1ccc(NC(=O)Cn2cc3c(n2)CCC(C)C3)cc1 (stereo unspecified)
 : 7%	12%	2%	-0.3%	16%[38.3 µM]	16%[46.1 µM]	1%	3%
7	CCOC(=O)c1ccc(NC(=O)COc2ccccc2OC)cc1
 : -21%	2%	-5%	-1.3%	4%[38.3 µM]	-13%[46.1 µM]	-4%	9%
8	CC(C)NC(=O)c1ccccc1S(=O)(=O)c1ccccc1C#N
 : -18%	2%	-1%	0.0%	2%[38.3 µM]	-8%[46.1 µM]	8%	1%
9	CC(=O)c1ccc(N2CCN(c3ccc(C(N)=O)cc3[N+](=O)[O-])CC2)cc1
 : -19%	-1%	1%	-0.8%	13%	9%	7%	i
10	CC(=O)N=c1sc(S(N)(=O)=O)nn1C
 : -56%	8%	1%	4.8%	-2%&7%&0%	-49%	-10%	11%
11	COc1cc(C2NC(=O)c3ccccc3O2)cc(OC)c1OC (stereo unspecified)
 : -12%	?	1%	1.0%	8%[38.3 µM]	12%[46.1 µM]	-2%	-6%
12	O=C(O)CCC(=O)Nc1ccccc1C(=O)NCc1ccccc1
 : 9%	-2%	-3%	1.3%	4%	10%	-3%	-7%
13	CCCCC(=O)Nc1ccc(S(=O)(=O)Nc2nccc(C)n2)cc1
 : 7%	9%	0%	-0.5%	-3%	-2%	11%	17%
14	Cc1ccsc1/C=N/NS(=O)(=O)c1ccc([N+](=O)[O-])cc1
 : 17%	2%	-1%	0.0%	1%	-5%	17%	-1%
15	COC(=O)c1sc2ccccc2c1NC(=O)c1ccc(S(=O)(=O)N2CCCCC2)cc1
 : -5%	?	4%	-1.0%	14%	-33%	-1%	-7%
16	NC(=O)c1cc([N+](=O)[O-])ccc1N1CCCCC1
 : ?	-3%	-8%	-1.3%	-2%	9%	11%	-14%
17	O=C(OCCN1C(=O)c2cccc3c(N4CCOCC4)ccc(c23)C1=O)c1ccc(Cl)cc1
 : -21%	5%	1%	?	18%	12%	20%	-9%
18	Clc1nnc2ccc(-c3ccccc3)nn12
 : -18%	?	-3%	-5.9%	-1%[38.3 µM]	0%[46.1 µM]	2%	-4%
19	Cc1nc(SCc2ccc(Br)cc2)[nH]c(=O)c1C
 : 20%	-4%	-2%	0.0%	-4%	-1%[46.1 µM]	9%	2%
20	CC1(C)OC(=O)C(=CNNc2c(Cl)cc(Cl)cc2Cl)C(=O)O1
 : .	3%	.	-2.0%	.	-16%	5%	i
21	C/C(=C(\C#N)C(=O)NC1CCCCC1)N(C)C
 : 6%	4%	-4%	0.0%	0%[38.3 µM]	1%[46.1 µM]	-7%	-1%
22	Cc1ccc2oc(-c3cccc(NC(=O)C4CCCO4)c3)nc2c1 (stereo unspecified)
 : 13µM*	?	-2%	1.2%	4%	-15%[46.1 µM]	10%	i
23	CCOc1ccc(OCc2ccc(C(=O)N/N=C(\C)c3ccccn3)cc2)cc1
 : -84%[inhibitor]	-9%	0%	?	4%	-10%	8%	-4%
24	CCCN(CCC)C(=O)c1c(C)[nH]c(C(=O)OCC)c1C
 : -2%	3%	-1%	2.9%	6%	-3%	0%	-9%
25	O=C(CC1NC(=O)NC1=O)Nc1cccc2ccccc12 (stereo unspecified)
 : 39%	0%	0%	-2.1%	16%[38.3 µM]	-21%[46.1 µM]	9%	11%
26	CCCCCOc1ccc(CSC2=NCCN2)cc1[N+](=O)[O-]
 : ?	14%	4%	0.0%	3%	9%	-3%	-5%
27	CCc1nc(SCc2ccccn2)c2c(=O)n(C)c(=O)n(C)c2n1
 : 20%	4%	-2%	-1.0%	14%	-10%[46.1 µM]	3%	-10%
28	Cc1ccc2[nH]c(=O)c(CN(CCO)C(=O)NCc3ccccc3)cc2c1
 : -1%	?	1%	0.0%	27%[38.3 µM]	-3%[46.1 µM]	-3%	i
29	CCCOc1ccc(/C=N/NC(=O)c2ccc(Cn3cc([N+](=O)[O-])cn3)o2)cc1
 : -5%	3%	-2%	1.1%	8%[38.3 µM]	-9%[46.1 µM]	7%	-5%
30	CC(=O)c1c(C)oc2ccc(N(C(C)=O)S(=O)(=O)c3cccc([N+](=O)[O-])c3)cc12
 : -77%[inhibitor]	-9%	12%	-5.2%	5%	-8%	9%	-6%
31	CCCCC(=O)NC(c1cccc([N+](=O)[O-])c1)c1c(OC(C)=O)ccc2ccccc12 (stereo unspecified)
 : -44%[inhibitor]	-6%	4%	2.3%	20%	?	-3%	2%
32	COC(=O)c1[nH]c2cccc(OC)c2c1NC(=O)CN1CC(C)OC(C)C1 (stereo unspecified)
 : 3%	?	5%	2.8%	15%[38.3 µM]	-12%[46.1 µM]	3%	-3%
33	CN1CCN(S(=O)(=O)c2cc([N+](=O)[O-])ccc2N2CCCCCC2)CC1
 : ?	-2%	3%	-3.4%	0%[38.3 µM]	-11%[46.1 µM]	7%	-9%
34	CC(=O)Nc1ccc(-c2cc(-c3ccc(NC(C)=O)cc3)nc(-c3ccc(NC(C)=O)cc3)n2)cc1
 : 3%	?	-2%	-3.0%	?	-28%	11%	0%
35	N/C(=N\OC(=O)Cc1cccs1)c1cccc([N+](=O)[O-])c1
 : -3%	-4%	-3%	-1.3%	-3%	10%	4%	-9%
36	O=[N+]([O-])c1cc(S(=O)(=O)C(F)(F)F)ccc1N1CCN(c2ccccc2)CC1
 : -17%	-1%	0%	0.0%	7%	-20%	6%	?
37	CN1C(=O)/C(=C/c2cc3c(cc2Br)OCO3)NC1=S
 : -18%	0%	-5%	7.6%	8%	-52%	2%	-5%
38	S=C1N(c2ccccc2)CN(CCN2CCOCC2)CN1c1ccccc1
 : .	3%	.	-1.1%	.	4%	-2%	-2%
39	O=c1c(Cl)c(Cl)cnn1Cc1nnc(-c2ccccc2Br)o1
 : .	1%	.	-0.4%	-8%	-50%	3%	-14%
40	CCS(=O)(=O)c1ccc2c(c1)N(S(C)(=O)=O)CC(C(=O)NC1CC1)O2 (stereo unspecified)
 : 22%	-1%	-1%	-2.3%	-1%[38.3 µM]	-18%[46.1 µM]	10%	-29%
41	Fc1ccccc1Nc1nc(Cl)nc(Cl)n1
 : -13%	-1%	4%	0.1%	-4%	14%	-3%	-5%
42	N=C(N)SCC(=O)O
 : -15%[9.22 µM]	.	2%[7.66 µM]	.	-15%	.	3%[14.2 µM]	.
43	COC(=O)c1ccc(NC(=S)NC2CCc3ccccc32)cc1 (stereo unspecified)
 : .	-4%	0%	0.0%	5%	16%	21%	-2%
44	Oc1c(C(c2cccs2)N2CCC3(CC2)OCCO3)sc2ncnn12 (stereo unspecified)
 : -19%	6%	-3%	0.0%	-3%[38.3 µM]	-6%[46.1 µM]	8%	-6%
45	CCn1c(CC(=O)Nc2ccc(Cl)c(Cl)c2)nnc1SCc1ccc(C)cc1
 : -23%	4%	0%	2.1%	-9%	28%	-9%	-8%
46	O=C(NC1CCN(C(=S)NCCc2ccccc2)CC1)C1CC1
 : .	-3%	-2%	-1.1%	4%	7%	16%	14%
47	CCc1cccc(NC(=O)CN(C)S(=O)(=O)c2cnc[nH]2)c1
 : -5%	-6%	-6%	0.0%	-16%[38.3 µM]	13%[46.1 µM]	-16%	-16%
48	O=C(NCc1ccccc1)C(c1ccc(F)cc1)N(Cc1ccc2c(c1)OCO2)C(=O)Cn1nnc(-c2cccs2)n1 (stereo unspecified)
 : -2%	7%	0%	1.2%	9%	-14%[46.1 µM]	6%	-12%
49	COc1ccc(N2CCN(C(=O)C3CCN(S(=O)(=O)N4CCOCC4)CC3)CC2)cc1
 : -60%[inhibitor]	7%	0%	0.0%	9%[38.3 µM]	-3%[46.1 µM]	-11%	-3%
50	O=C(O)CC(NC(=O)C(c1ccccc1)c1ccccc1)c1ccco1 (stereo unspecified)
 : 13%	0%	6%	-1.0%	24%[38.3 µM]	-10%[46.1 µM]	-11%	-1%
51	COc1ccc2c(c1OC)C(=O)N1N=C(c3ccc(-c4ccccc4)cc3)CC21 (stereo unspecified)
 : -7%	-7%	0%	-2.9%	6%	-30%	6%	-17%
